VHR inh abs: blocks human VHR1 dual specificity phosphatase; P51452; recombinant VHR phosphatase, pNPP absorbance; inhibition, % at 13.3 µM; 290,000 compounds, 0.52% hits; in the data active = inhibition above about 50%; also: some compounds called inactive have numbers as strong as hits
Target sequence (P51452 whole entry, looked up): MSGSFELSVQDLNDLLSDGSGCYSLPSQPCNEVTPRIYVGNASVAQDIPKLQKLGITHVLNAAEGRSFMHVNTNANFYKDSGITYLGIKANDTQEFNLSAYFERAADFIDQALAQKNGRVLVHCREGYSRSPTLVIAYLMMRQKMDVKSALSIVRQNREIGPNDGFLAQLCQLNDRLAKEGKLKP
3CLpro inhibitor: SARS-CoV 3CLpro protease inhibition. recombinant SARS-CoV 3CLpro, quenched FRET peptide cleavage. inhibition, % at 6 µM. 290,000 compounds, 0.14% hits; in the data active = inhibition above about 12%
Rv3671c inh: inhibitors of M. tuberculosis serine protease Rv3671c | P9WHR9 | 320,000 compounds, 0.048% hits | inhibition, % at 5.96 µM; in the data active = inhibition above about 38%;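 also: extracellular domain of Rv3671c used as enzyme; 0% = enzyme with DMSO and 100% = no enzyme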
Target sequence (P9WHR9 whole entry, looked up, the tested form may be a part): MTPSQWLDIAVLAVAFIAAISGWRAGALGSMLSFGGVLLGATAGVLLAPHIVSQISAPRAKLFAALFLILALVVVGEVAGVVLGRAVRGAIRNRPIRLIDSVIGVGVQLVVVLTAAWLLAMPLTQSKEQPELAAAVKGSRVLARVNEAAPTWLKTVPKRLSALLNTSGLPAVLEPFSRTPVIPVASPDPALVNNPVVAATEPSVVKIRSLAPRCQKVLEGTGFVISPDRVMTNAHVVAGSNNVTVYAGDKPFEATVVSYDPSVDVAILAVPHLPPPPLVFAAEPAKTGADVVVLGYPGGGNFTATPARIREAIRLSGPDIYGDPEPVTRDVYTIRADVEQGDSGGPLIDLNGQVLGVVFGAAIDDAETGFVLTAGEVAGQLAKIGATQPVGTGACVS
An asterisk follows results filed as active; . = no result given.

SMILES	VHR inh abs	3CLpro inhibitor	Rv3671c inh
O.O.O.O=S(=O)([O-])OC[C@H]1O[C@@H](O[C@]2(COS(=O)(=O)[O-])O[C@H](OS(=O)(=O)[O-])[C@@H](OS(=O)(=O)[O-])[C@@H]2OS(=O)(=O)[O-])[C@H](OS(=O)(=O)[O-])[C@@H](OS(=O)(=O)[O-])[C@@H]1OS(=O)(=O)[O-].[Al]	0.9	-1.5	.
CCOC(=O)c1[nH]c2ccc(OC)cc2c1NC(=O)C(C)N1CCC2(CC1)OCCO2 (configuration not stated)	18.2	1.4	.
O=C(Nc1ccc(F)cc1F)c1cc2ncc(Br)cn2n1	7.1	2.5	.
CCCc1cc(-c2[nH]ncc2-c2ccc3c(c2)OCCCO3)c(O)cc1OC	-1.7	9.2	.
CCOCCCNC(=O)c1cn(C)c2ccc(S(=O)(=O)N(C)C3CCCCC3)cc2c1=O	-10.2	-2.9	.
Cc1nc2ccccc2c2c1C(=O)N(CCC1=CCCCC1)C2=O	-7.5	3.9	.
Cc1ccc(-n2nc(C)c(C3C(C#N)=C(N)Oc4c3c(=O)oc3ccccc43)c2Cl)cc1 (configuration not stated)	27.4	3.6	.
COc1ccc2c(c1)c(=O)oc1cc3oc(C)c(C)c3cc12	-6.7	0.5	.
Cc1nc(SCC(=O)c2cc3ccccc3oc2=O)c(C#N)c(C)c1C(=O)Nc1ccccc1	8.2	0.8	.
CC1CN(S(=O)(=O)c2ccc(C(=O)Nc3sc4c(c3C(N)=O)CCN(C)C4)cc2)CC(C)O1 (configuration not stated)	-16.0	-1.0	.
Cc1ccc(NC(=O)N(Cc2ccco2)Cc2cc3cc(C)cc(C)c3nc2Cl)cc1	23.8	7.9	.
CC(C)[C@@H]1NC(=O)c2cc([N+](=O)[O-])cc(I)c2NCCCC[C@@H](C(=O)NC(CC(=O)O)C(N)=O)NC(=O)[C@H](CO)NC1=O (some centres not stated)	0.2	-2.2	.
CCc1nnc(NS(=O)(=O)c2ccc(NS(=O)(=O)c3ccc(NC(C)=O)cc3)cc2)s1	-12.9	0.7	.
O=C(O)CC1NC(=O)N(c2ccccc2)C1=O (configuration not stated)	10.9	2.7	.
CCc1nn2c(=O)cc(N3CCN(c4cc(C)nc5ccccc45)CC3)nc2s1	-9.0	3.8	.
Cc1cc(C)nc(N2CCN(c3nc(C)cc(C)n3)CC2)n1	9.9	3.0	.
COCCn1c(-c2cccs2)nc2c(c(=O)c3ccccc3n2C)c1=O	9.7	4.0	.
CCOc1ccc(C2=Cc3cc(OC)c(OC)cc3C(=C(Cl)Cl)O2)cc1	22.8	-4.2	.
Cc1cccc(-n2c(N)cc(=O)nc2SC(C)C(=O)NC2CCCCC2)c1 (configuration not stated)	39.2	2.9	.
CCOC(=O)c1[nH]c(C)c(C(=O)O)c1C	32.9	2.9	.
CCOc1ccc(-c2nc(-c3ccc(OC)c(OC)c3)no2)cc1OCC	-17.1	3.1	.
Cc1ccc(S(=O)(=O)NC(=O)N2CCC(C)CC2)cc1	-4.4	9.9	.
CCCn1cnc2c(c1=O)c1nc3ccccc3nc1n2CCC1=CCCCC1	-8.0	-1.7	.
CC(C)[C@@H]1NC(=O)c2cc([N+](=O)[O-])cc(I)c2NCC[C@@H](C(N)=O)NC(=O)[C@H](CO)NC1=O	-14.8	-3.4	.
CCCn1cc2c3c(cccc31)C1CC(C)CN(C)C1C2 (configuration not stated)	-0.1	-1.2	.

Whole records, looked up by structure.
`Cc1nc2ccccc2c2c1C(=O)N(CCC1=CCCCC1)C2=O` is listed with VHR inh abs = -7.5; 3CLpro inhibitor = 3.9; Rv3671c inh = .
`CC1CN(S(=O)(=O)c2ccc(C(=O)Nc3sc4c(c3C(N)=O)CCN(C)C4)cc2)CC(C)O1` (configuration not stated) is listed with VHR inh abs = -16.0; 3CLpro inhibitor = -1.0; Rv3671c inh = .

Further records:
SMILES	VHR inh abs	3CLpro inhibitor	Rv3671c inh
O=C(c1ccncc1)N1C2C=CC(C2)C1(C(F)(F)F)C(F)(F)F (configuration not stated)	1.8	2.7	.
CCCCSc1nnc2c(n1)OC(C(=O)c1ccccc1)Nc1ccccc1-2 (configuration not stated)	2.0	4.7	.
Cn1c(=O)c2c(ncn2CCCNC2=CC(C)(C)CC(=O)C2)n(C)c1=O	29.3	-1.6	.
COc1ccc2cc(CN(CC3COCCO3)S(=O)(=O)c3c(C)cc(C)cc3C)c(=O)[nH]c2c1 (configuration not stated)	21.3	5.0	.
Cc1n[nH]c(=S)c2nn(-c3ccccc3)c(C)c12	35.7	-0.8	.
Cc1ccc(NC(=O)Cn2cnc3sc(C(=O)NCCN(C)C)c(C)c3c2=O)cc1Cl	22.0	4.7	.
COc1cc([N+](=O)[O-])cc(/C=N/NC(=O)CC#N)c1O	14.0	1.8	.
CC(=O)c1ccc(N2CCN(C(=O)c3ccc4c(Cl)c5c(nc4c3)CCCC5)CC2)cc1	2.9	3.0	.
CCOC(=O)COc1cccc2c(=O)n(CC(=O)NCCc3ccc(OC)c(OC)c3)ccc12	-7.3	-0.3	.
CCOC(=O)c1cnc2c(N=Nc3cccc(Cl)c3)c(N)nn2c1N	20.5	3.9	.
COc1ccc(/C=C2\SC(=Nc3ccccc3)NC2=O)cc1	38.8	1.9	.
Cn1c(=O)c2c(SCC(=O)N3CCOCC3)nc(CC(C)(C)C)nc2n(C)c1=O	29.3	-2.2	.
CC(=O)c1cn(CCCCCCCCCCn2cc(C(C)=O)c(=O)[nH]c2=O)c(=O)[nH]c1=O	18.9	3.2	.
Cc1cc(C)c(NC(=O)C(C)Sc2nnc(-c3ccco3)n2-c2ccccc2)c(C)c1 (configuration not stated)	13.7	-4.3	.
Cc1ccc(NC(=S)NC(=O)c2sc3ccccc3c2Cl)c(C(=O)O)c1	12.1	2.1	.
Nc1nc(-c2cccnc2)nn1C(=O)c1ccco1	-5.7	-0.9	.
Cc1cccc(CSc2nc3ccncc3n2CC(=O)Nc2ccc(C)c(C)c2)c1	15.1	0.8	.
O=c1[nH]c2cc3c(cc2cc1C(c1nnnn1CC1CCCO1)N1CCCCCC1)OCO3 (configuration not stated)	-4.7	-0.1	.
COc1ccc(N=Nc2n(C)c3ccccc3[n+]2C)cc1	5.4	3.4	.
Cc1[nH]c(C)c(C(=O)O)c1CNC1CCCCC1C (configuration not stated)	7.1	0.4	.
Cc1ccc(NC(=O)c2snc3c(=O)[nH]cnc23)cc1C	11.6	5.4	.
Cn1c(=O)[nH]c(=O)c2c1nc(N1CCCC1)n2CCSc1nc2ccccc2[nH]1	10.4	0.8	.
CCN(CC)CCN1C(=O)C(=O)/C(=C(/O)c2ccc(C)cc2)C1c1ccncc1 (configuration not stated)	-13.3	-3.8	.
COc1ccc2o/c(=N/NC(=S)Nc3ccccc3)c(C(N)=O)cc2c1	30.5	-0.1	.
CCn1cc(C(=O)N/N=C(/C)c2ccc(F)cc2)c(=O)c2cc(F)c(N3CCCC3)cc21	0.0	4.3	.
The listing continues.
SMILES	VHR inh abs	3CLpro inhibitor	Rv3671c inh
COc1cc(-c2noc(CCC(N)=O)n2)cc(OC)c1OC	25.9	-4.3	.
COc1ccccc1NC(=O)C1=C(C)NC(SCC(=O)c2ccc(C)cc2)=C(C#N)C1c1ccco1 (configuration not stated)	-2.0	7.6	.
CC(c1ccccc1)n1c(NCCCn2ccnc2)nc2c1c(=O)[nH]c(=O)n2C (configuration not stated)	13.4	5.9	.
O=C(Cc1ccccc1)N/N=C/c1ccccc1F	23.7	-2.2	.
Cc1cc(C)c2c(=O)n(CC(=O)N3CCC(Cc4ccccc4)CC3)sc2n1	-9.7	0.3	.
O=C(Nc1ccc(Cl)cc1)/C(=C/c1ccc([N+](=O)[O-])cc1)c1nc2ccccc2s1	10.6	4.2	.
C1CCN(c2nc(N3CCCC3)nc(N3CCNCC3)n2)C1	8.2	1.7	.
CCn1c(-c2ccc(F)cc2)cnc1SCC(=O)N1CCCCC1C (configuration not stated)	14.5	2.3	.
Cc1cc2c(n1-c1ccc(C(=O)O)cc1)CCCCC2	40.2	0.5	.
COC(=O)c1ccc(/C=N/Nc2nc(-c3ccc(Cl)cc3Cl)cs2)cc1	12.1	5.0	.
COc1cc2[nH]c(=S)nc(NC3CCCC3)c2cc1OC	24.4	6.2	.
COc1ccc(-n2c(NC(=O)c3ccc(Br)o3)c(C#N)c3nc4ccccc4nc32)cc1	13.1	-7.4	.
COc1cc(C)c(Cl)cc1S(=O)(=O)NCc1ccncc1	-18.6	-2.7	.
Cc1cccc(N(CC(=O)NC2CCCCC2)C(=O)CCC(=O)Nc2ccccn2)c1	10.2	.	-3.5
COc1cc2cc(Oc3ccc4ccc(=O)oc4c3)c(=O)oc2cc1OC(=O)C=C(C)C	-7.9	.	1.1
CC1(C)[C@@H](O)CC[C@]2(C)C3C(O)C=C4[C@H]5C[C@@](C)(C(=O)O)CC[C@]5(C)CC[C@]4(C)[C@]3(C)CC[C@@H]12 (some centres not stated)	14.9	.	-2.8
CC1CCN(c2nc3ccccc3nc2C(C#N)C(=O)NC2CCCCC2)CC1 (configuration not stated)	3.6	.	2.5
O=C1Nc2ccccc2C12OCCS2 (configuration not stated)	4.4	.	3.1
C/C=C(\C)C(=O)OC1C(C)=C2C(C1OC(=O)CCCCC)C(C)(OC(C)=O)CC(OC(=O)CCC)C1(O)C2OC(=O)C1(C)O (configuration not stated)	2.7	.	-6.8
CCCCCCNC(=O)N[C@H](Cc1ccc(O)cc1)C(=O)NCCC[C@H]1CN2C(=NC[C@H]2CCC)N1CC1CCC1	25.8	.	1.4
COc1cc([C@@H]2c3cc4c(cc3[C@@H](O)[C@@H](CO)[C@@H]2CO)OCO4)cc(OC)c1O[Si](C)(C)C(C)(C)C	-7.9	.	7.8
Cc1ccc(C(=O)n2nnc3ccccc32)cc1	.	4.4	2.4
CCN(CC)CCNc1ncnc2c1[nH]c1ccc(OC)cc12	.	-4.0	0.0
O=C(C1CCC1)N1CCc2cc(S(=O)(=O)N3CCc4ccccc4C3)ccc21	.	3.0	-7.0
O=C(CN1C(=O)C2CCCN2C(=O)c2ccccc21)Nc1ccccc1-n1cccc1 (configuration not stated)	.	-4.3	-4.4

3 entries out of the list, ordered by molar mass, low to high.
SMILES	VHR inh abs	3CLpro inhibitor	Rv3671c inh
O=C1Nc2ccccc2C12OCCS2 (configuration not stated)	4.4	.	3.1
O=C(C1CCC1)N1CCc2cc(S(=O)(=O)N3CCc4ccccc4C3)ccc21	.	3.0	-7.0
O=C(CN1C(=O)C2CCCN2C(=O)c2ccccc21)Nc1ccccc1-n1cccc1 (configuration not stated)	.	-4.3	-4.4

Further records
SMILES	VHR inh abs	3CLpro inhibitor	Rv3671c inh
O=C(O)c1cc(-c2ccc(/C=c3\sc4nc5ccc(Br)cc5n4c3=O)o2)ccc1Cl	.	-0.7	-5.9
O=C(O)C1CCC(N2C(=O)c3c(Cl)c(Cl)c(Cl)c(Cl)c3C2=O)CC1 (configuration not stated)	.	0.9	0.4
Cc1ccc(Oc2ccc(OCC(=O)OC3CCS(=O)(=O)C3)cc2)cc1 (configuration not stated)	.	3.5	-18.7
N=c1c(-c2nc3ccccc3[nH]2)cc(C(=O)c2cccs2)nn1-c1ccc(Cl)cc1	.	4.1	-3.2
O=C1CSC(c2cn(-c3ccccc3)nc2-c2cccs2)N1Cc1ccccc1 (configuration not stated)	24.3	3.3	-3.2
CCN(CC)CCCNC(=O)c1ccc2c(SCC(=O)O)c3c(nc2c1)CCC3	14.4	-3.3	1.3
COc1ccc(C(C#N)Nc2ccccc2)cc1 (configuration not stated)	-8.1	2.5	-0.6
Oc1ccc(O)c(/C(=N/Nc2ccccc2)c2ccccc2)c1	27.2	-1.6	-2.3
CCNc1cc(N2CCNCC2)ccc1[N+](=O)[O-]	40.0	0.6	9.2
CC(=O)c1ccccc1NC(=O)COC(=O)c1ccc2c(c1)nc(C)n2-c1ccccc1	1.5	3.5	-17.6
COc1ccc2nc(/C=N/NC(=O)[C@H](C)NC(=O)OC(C)(C)C)ccc2c1	-8.5	-3.3	10.0
Cn1c2ccccc2c2cnn(CC(=O)N3CCC4(CC3)OCCO4)c(=O)c21	-6.6	-2.5	5.5
COC(=O)c1cc(N2C(=O)C3C(C2=O)C2(C)C=CC3(C)O2)ccc1Cl (configuration not stated)	-3.7	0.8	0.7
CC(=O)[C@@H]1[C@@H]2C(=O)N(C3CCCCC3)C(=O)[C@@H]2C2c3ccccc3C=CN21 (some centres not stated)	23.5	4.0	-12.0
COc1ccc(OC)c(NS(=O)(=O)c2ccc(Br)s2)c1	1.7	2.3	-0.2
CC1CCCN(C(=O)c2cc(N3C(=O)C4C5CCC(C5)C4C3=O)ccc2Cl)C1 (configuration not stated)	-9.8	-2.4	-19.2
C=CCn1c(-c2ccc(=O)n(Cc3ccccc3)c2)n[nH]c1=S	13.6	1.3	3.5
CN(Cc1ccccc1NC(=O)c1ccc(S(=O)(=O)N(C)C)cc1)C1CCCCC1	-2.0	0.0	1.0
Cc1nc(N2CCN(c3ccccc3)CC2)[nH]c(=O)c1Cc1cccc2ccccc12	10.5	-0.2	-3.0
Oc1c(C(c2cccs2)N2CCN(c3ccccc3)CC2)ccc2cccnc12 (configuration not stated)	-10.5	3.3	1.7
CCCCn1c(=S)[nH]c2ccc(N3CCOCC3)cc2c1=O	29.7	-2.4	2.1
COc1ccc(C2C=C(c3ccccc3)Nc3nc(NC(C)=O)nn32)cc1 (configuration not stated)	8.5	5.0	1.0
COc1ccc(-c2csc(NC(=O)COC(=O)Cc3ccc(Cl)cc3Cl)n2)cc1	-8.2	0.0	-40.2
CCOC(=O)c1[nH]c2cc3c(cc2c1NC(=O)CN1CCCCC1C)OCO3 (configuration not stated)	8.2	-0.5	6.9
COC(=O)c1sccc1-c1ccc(C(N)=O)o1	9.6	-0.5	0.7
O=C(O)C(Cc1ccccc1)N1C(=O)/C(=C/c2cccc3ccccc23)SC1=S (configuration not stated)	6.2	0.2	-12.1
Brc1ccc(-c2nnc3ccc(Nc4ccccc4)nn23)cc1	-4.8	-6.6	-7.6

Assay outcomes from PubChem BioAssay.

The list is partial, so the mix of outcomes need not match the whole.
